# HCMV inh – inhibitors of human cytomegalovirus. HFF cells, HCMV-luciferase reporter, 72 h; hits give low values. activity change, negative = inhibition, % at 57.5 µM. 410,000 compounds, 4.5% hits; in the data active means activity change below about -60%; inconclusive means no clear call, values can overlap the other calls; inactive means above about -39%
#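 HFF cells seeded 16 h at 37C, treated with compounds, infected with luciferase-reporter HCMV at MOI 1 PFU/cell; luciferase read at 72 h post infection, normalized to buffer-only and Salinomycin controls.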
# AmpC inh detg – inhibitors of E. coli AmpC beta-lactamase with detergent | P00811 | AmpC hydrolysis of nitrocefin, absorbance 480 nm, 0.01% Triton | Potency, µM (doses to about 114 µM), without a hit: at the top dose activity change, negative = inhibition, most hits filed as inhibitors | 370,000 compounds, 0.041% hits;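 further: potency means the concentration at half of the fitted maximal effect; 0% = no-compound wells and -100% = no-enzyme wells; nearly all actives have a fitted effect of over 25% in size; some results filed as inactive show a strong effect at the top dose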
# Target sequence (P00811 whole entry, looked up): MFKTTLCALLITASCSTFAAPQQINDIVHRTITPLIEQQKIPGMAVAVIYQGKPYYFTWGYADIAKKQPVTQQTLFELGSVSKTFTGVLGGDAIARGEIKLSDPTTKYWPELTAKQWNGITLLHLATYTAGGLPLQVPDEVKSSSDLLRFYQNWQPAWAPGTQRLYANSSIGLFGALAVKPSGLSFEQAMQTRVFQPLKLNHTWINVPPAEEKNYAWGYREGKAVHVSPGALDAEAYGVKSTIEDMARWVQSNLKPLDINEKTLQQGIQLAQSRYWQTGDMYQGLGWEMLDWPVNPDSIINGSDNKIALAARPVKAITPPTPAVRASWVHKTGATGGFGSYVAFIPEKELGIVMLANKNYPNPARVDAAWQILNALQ
#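 AmpC (5.3 nM in the dispensed reagent) in 20 mM phosphate pH 7.0 with 0.01% (detergent screen) or 0.0001% Triton X-100 was preincubated with compounds for 15 min at room temperature. Nitrocefin was then added from an 800 uM solution, and hydrolysis was followed at 480 nm.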
# Sm TGR inh – S. mansoni TGR enzyme inhibition; Q962Y6; purified TGR, DTNB reduction, TNB absorbance 405 nm; Potency, µM (top dose mostly 114 µM), for inactives: at the highest dose activity change, negative = inhibition, usual class: inhibitors; 360,000 compounds, 3% hits; AID 485364; further: potency means the concentration at half of the fitted maximal effect; nearly all actives have a fitted effect of over 60% in size
#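 Kinetic colorimetric format: TGR-catalysed, NADPH-driven DTNB reduction monitored via TNB absorbance. Enzyme dispensed at 20 nM; compound exposure 15 min at room temperature before reaction start.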
# AmpC no deterg – blocks E. coli AmpC beta-lactamase in detergent-free assay. 330,000 compounds, 0.52% hits. AmpC nitrocefin hydrolysis, absorbance 480 nm, 0.0001% Triton. Potency, µM (highest dose often 57.1 µM), without a hit: at the top dose activity change, negative = inhibition, actives largely listed as inhibitors. P00811. AID 485341;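 further: potency means the concentration at half of the fitted maximal effect; plate controls were no compound for no effect and no enzyme for full effect; nearly all actives have a fitted effect of over 20% in size; some results filed as inactive show a strong effect at the top dose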
#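 20 mM phosphate pH 7.0 + 0.01% (detergent screen) or 0.0001% Triton X-100; 5.3 nM AmpC reagent; cpd preinc 15 min RT; nitrocefin (800 uM stock) to start; A480 q20 s × 4 min; Activity was normalised to no-enzyme and no-compound control wells.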
# AMA1-RON2 inh – disrupts binding of P. falciparum AMA1 to RON2 | Potency, µM (top dose mostly 58.2 µM), inactives show at the highest dose activity change, negative = inhibition, usual class: inhibitors | 360,000 compounds, 0.2% hits | AlphaScreen AMA1-biotinylated RON2 peptide binding;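 further: potency means the concentration at half of the fitted maximal effect; 0% = vehicle wells and -100% = peptide control; nearly all actives have a fitted effect of over 45% in size; some results filed as inactive show a strong effect at the top dose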
#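 AMA1 (3D7) with his tag at 25 nM final met compounds first, then biotinylated RON2 peptide at 25 nM; detection used donor plus acceptor beads, 10 µg/mL apiece, read by AlphaScreen after 30 min at room temperature.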
# FBPA Giardia inh – Giardia lamblia aldolase inhibition; A8B2U2; purified Giardia FBPA; Potency, µM (top dose mostly 59.6 µM), inactives show at the highest dose activity, negative = inhibition, usual class: inhibitors; 290,000 compounds, 0.71% hits; further: potency means the concentration at half of the fitted maximal effect; nearly all actives have a fitted effect of over 55% in size
# Target sequence (A8B2U2 whole entry, looked up): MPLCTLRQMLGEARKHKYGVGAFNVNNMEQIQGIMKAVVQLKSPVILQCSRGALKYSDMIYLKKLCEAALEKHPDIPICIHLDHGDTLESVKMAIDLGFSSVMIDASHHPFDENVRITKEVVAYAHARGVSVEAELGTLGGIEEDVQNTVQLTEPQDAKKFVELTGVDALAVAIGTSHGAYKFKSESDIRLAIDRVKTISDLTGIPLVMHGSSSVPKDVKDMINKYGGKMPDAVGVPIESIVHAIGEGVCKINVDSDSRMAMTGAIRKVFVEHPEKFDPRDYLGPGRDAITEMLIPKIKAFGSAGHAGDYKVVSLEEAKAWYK
#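 Giardia FBPA (40 nM reagent) was preincubated 10 min at RT with compound (up to 57.5 uM final), then substrate plus GAPDH/TPI/NAD/arsenate coupling system with diaphorase/resazurin was added; resorufin fluorescence (525/598 nm) was read after 20 min.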
# * marks the source's active call; other numbers are inactive results; u = inconclusive; x = not tested or not shown; [ ] = remark or other dose. Unless noted, the call rests on the fitted dose curve; in most records, active means well fitted curve in the direction sought with a large enough effect; inconclusive means small, poorly fitted or top-dose-only effect, or another doubt; inactive means no such curve, though single readings can be large; an effect the other way counts as inactive or inconclusive. Unless noted, on the % scale 0 is the no-effect control and ±100 the full control effect.
SMILES | HCMV inh | AmpC inh detg | Sm TGR inh | AmpC no deterg | AMA1-RON2 inh | FBPA Giardia inh
Cc1ccc2nc3c(nc2c1C)C(O)=C3O | 40 | -7% | 7.9µM* | -30% | -25% | -5%
Oc1cccc(C=NCc2ccccc2)c1 | 21 | 2% | 3% | -13% | 9% | 3%
COc1ccc(CCNC(=O)c2ccc3c(c2)nc2n3CCCCC2)cc1OC | -38 | 25% | 6% | x | x | x
CCOC(=O)C1CCCN(S(=O)(=O)CCNC(=O)c2cccc(OC)c2)C1 (centres undefined) | 0 | -13% | -3% | 0% | 24% | x
CCN(CC)S(=O)(=O)c1ccc(C)c(NC(=O)COC(=O)C=C(C)C)c1 | -17 | 2% | -6% | 19% | -6% | 4%
CCOC(=O)N(CC)c1ccc(C(O)(C(=O)OC)C(F)(F)F)cc1 (centres undefined) | -4 | -1% | -10% | 27% | 8% | 1%
Cc1cccc2c(N=Nc3ccc(S(=O)(=O)Nc4cccc(Cl)c4)cc3[N+](=O)[O-])c(O)[nH]c12 | 70 | -1% | x | -41% | 2% | 3%
COc1cc(C2C(C#N)=C(N)Oc3cc(C)oc(=O)c32)cc2c1OCO2 (centres undefined) | 13 | u | 32% | -42% | -21% | -2%
CC(C)CNC(=O)c1coc(=O)c(Br)c1 | -77* | -1% | -9% | -3% | 4% | 0%
C=CCNC(=O)c1cc(Cl)ccn1 | 0 | u | -1% | -1% | 14% | 4%
Cc1nnc(NC(=O)C(C)Sc2nnc(CNC(=O)c3ccccc3F)n2C)s1 (centres undefined) | -19 | -12% | -2% | -7% | -8% | x
O=C(CSc1nnc(-c2ccncc2)n1-c1ccccc1)NC1CC1 | 4 | -8% | 0% | -6% | -3% | x
CN(CC(=O)N1CCc2ccccc21)S(=O)(=O)c1ccc(Br)s1 | 36 | -13% | 0% | -21% | -2% | 1%
COc1cccc(/C=C2\CCC(C3CCCC3)C2=O)c1 (centres undefined) | -22 | -2% | 40µM* | -30% | 6% | 9%
CC(=O)NC(Cc1ccc(N(CCCl)CCCl)cc1)C(=O)NCC(=O)NCC(=O)O (centres undefined) | -39 | -9% | -36% | -14% | -33% | u
C=CCNc1nnc(Cc2ccc(F)cc2)c(=O)[nH]1 | -2 | 4% | 7% | -3% | -2% | u
Cc1c(C(=O)NCCc2ccccc2)oc2ccccc12 | 121 | u | 5% | -20% | 13% | -2%
C=CCC(O)(CC=C)CNC(=O)c1ccc(OC)c(OC2CCN(C(C)=O)CC2)c1 | -4 | 2% | 2% | 1% | 3% | 2%
C/C(=N\NC(=S)Nc1cc(S(=O)(=O)N2CCOCC2)ccc1Cl)c1ccc(N2CCOCC2)cc1 | -18 | 7% | 26% | -17% | 117%[activator] | 10%
Cc1cc(C)c(CN2CCN(C(=O)Cn3ccc(NC(=O)OCc4ccccc4)nc3=O)CC2)c(C)c1 | -32 | 4% | u | 14% | -7% | x
Cc1nn(CC(=O)Nc2ccc3c(c2)nc(CCN2CCCCC2)n3C)c(=O)c2ccccc12 | -63* | -3% | 1% | -24% | -6% | -2%
Cc1cccc(CCNCc2c(C(=O)O)c(C)n(-c3ccccc3)c2C)c1 | -32 | -3% | u | 10% | -8% | -5%
CCOc1ccccc1-c1nnc(CS(=O)(=O)c2ccccc2)o1 | 19 | -11% | -7% | 11% | -2% | 9%
COc1ccc(Cc2nc3ccc(C(=O)N(C)Cc4nccs4)cc3o2)cc1OC | -65* | 2% | -11% | 35% | 2% | x
O=C(NNC(=O)c1cccc(S(=O)(=O)Nc2ccc(Cl)cc2)c1)c1ccc(=O)[nH]c1 | 24 | -1% | 1% | -38% | 56%[activator] | x
COc1ccc(-c2nc(SCC(=O)N3CCCC3)n[nH]2)cc1 | 23 | -9% | 8% | 19% | 0% | -9%
CC1=C(C(=O)OCC2CCCO2)C(c2ccsc2)C2=C(CC(C)(C)CC2=O)N1 (centres undefined) | 27 | 0% | 4% | -28% | 9% | 1%
CCOC(=O)CNC(=O)CSc1nnc(-c2ccccc2OC)n1CC | 105 | 7% | 20% | 3% | -2% | -12%
NC[C@H](O)c1ccc(O)c(O)c1 | -28 | -14% | u | -34% | 2.8µM* | u
CCc1c(C(=O)NN2C(=O)C3C4CCC(O4)C3C2=O)csc1C (centres undefined) | -27 | u | -2% | -2% | -13% | -2%
CCOc1ccc(CN2CCNC(=O)C2CC(=O)N(C)CC2CCOCC2)cc1 (centres undefined) | 22 | u | u | 45% | 7% | -26%
O=C(/C=C/c1ccccc1)N1CCN(Cc2cc(=O)n3nc(-c4ccccc4F)sc3n2)CC1 | 34 | 14% | 0% | x | x | x
CNC(=O)Oc1ccc2ncccc2c1 | -23 | u | -16% | -12% | -4%[11.6 µM] | -2%
CC(=O)c1cccc(NC(=O)N2CCCC2C(=O)NCc2ccc(F)cc2)c1 (centres undefined) | -21 | u | 1% | -8% | -11% | -7%
COc1ccc(-c2[nH]ncc2CN2CCC(N3CCSCC3)CC2)c(F)c1 | -35 | -1% | -1%[57.1 µM] | -41% | 27% | 5%
COc1ccc(NC(=O)NC(C)(C(F)(F)F)C(F)(F)F)cc1 | 18 | -9% | 5% | -27% | 1% | -10%
O=C(O)c1ccc2c(=O)n3c(nc2c1)/C(=C/c1ccc(Cl)cc1Cl)CC3 | -21 | u | -8% | -35% | -3% | 1%
O=C(COc1ccc([N+](=O)[O-])cc1)Nc1ccc(C(=O)Nc2ccccc2C(=O)O)cc1 | -7 | -1% | -6% | -27% | -1% | 1%
Cc1cc(C(=O)NNC(=O)[C@H](C)NC(=O)c2ccc(Br)cc2)c(C)o1 | 1 | x | x | -11% | 37%[activator] | x
COc1ccc(CC(=O)Nc2nccs2)cc1S(=O)(=O)N1CCOCC1 | 7 | x | x | -23% | 8%[11.6 µM] | x
CCn1cc(C(=O)NN)c(=O)c2cc(F)c(NC3CCCCC3)cc21 | -17 | 1% | -6% | 82%[activator] | 32%[activator] | 11%
COC(=O)c1sccc1NC(=S)N1CCC(C)CC1 | 12 | -2% | 3% | -12% | -3% | 10%
CC(C)Oc1ccc(N2CC(C(=O)Nc3ccccn3)CC2=O)cc1 (centres undefined) | -5 | 4% | 2% | -8% | 9% | 3%
CN(C)c1ccc(N=Cc2nc(-c3ccccc3)oc2O)cc1 | 34 | -9% | u | -31% | -8% | 1%
Cc1cc2oc(=O)c(CC(=O)NCCc3ccccc3)c(C)c2c2occ(C(C)(C)C)c12 | -3 | 24% | 5% | x | x | x
O=C(CO/N=C1\CCCc2nonc21)Nc1ccc(Br)cc1 | 27 | -12% | -8% | -38% | 7% | -12%
O=C(COC(=O)c1ccccc1OCc1ccccc1Cl)NC1CC1 | -4 | -1% | 15% | 15% | 3% | 0%
CCNc1nc(OCCNS(=O)(=O)c2cc(C)ccc2C)nc(N(C)C)n1 | -17 | -18% | 3% | -10% | -1% | 0%
CCOc1ccc(C(=O)NCC(=O)N2CC=C(c3ccccc3)CC2)cc1OCC | -30 | u | -4% | 31% | 13% | x
Cc1ccc2c(c1)c1c(n2CC(O)Cn2c(C)nc3ccccc32)C(=O)CCC1 (centres undefined) | 9 | u | -11% | 11% | -2% | -14%
O=C(Cn1cc(C(F)(F)F)ccc1=O)N/N=C/c1ccc(Cl)c(Cl)c1 | -14 | -5% | -8% | -13% | -5% | -1%
COC(=O)c1c(NC(=O)CSc2nncs2)sc2c1CCCCC2 | -62* | -5% | -8% | 12% | -8% | 1%
c1ccc(C[C@H]2CNCCN2CC2(c3ccccc3)CC2)cc1 | 29 | -9% | 45µM* | 4% | 3% | x
O=C1CCc2ccccc2O1 | 20 | x | x | -10% | 6% | x
Cc1cccc(C(=O)OCC(=O)NNC(=O)c2cccs2)c1O | -19 | u | 0% | -9% | 62%[activator] | x
COc1nc2ccccc2nc1N1CCN(C)CC1 | 25 | 3% | -4% | 5% | -9% | 2%
COc1ccc(N2CCN(C(=O)c3cc(NS(=O)(=O)c4ccc(F)cc4)ccn3)CC2)cc1 | 18 | -4% | 0% | x | x | x
